POLI inh – blocks human DNA polymerase iota activity | Q9UNA4 | Pol iota fluorescent replication assay, 10 min | Potency, µM (doses to about 115 µM), for the others: top-dose activity, negative = inhibition, hits mostly inhibitors | 390,000 compounds, 1% hits | AID 588590; note: potency is the fitted concentration of half-maximal effect
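Fluorescent replication assay read twice, at 0 min and 10 min after adding 50 nM (final) substrate. Enzyme (10 nM) and compounds were first incubated 15 min at room temperature; enzyme-free buffer wells were negative controls.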
12-LOX inh – inhibitors of human 12S-lipoxygenase ALOX12 | purified 12hLO, xylenol orange hydroperoxide absorbance | P18054 | Potency, µM (series often up to 108 µM), for inactives: at the top dose activity change, negative = inhibition, most hits filed as inhibitors | 580,000 compounds, 1.1% hits | AID 1671190; note: potency is the fitted concentration of half-maximal effect; % is set by controls: 0 for no effect and ±100 for the full control effect
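Hydroperoxide product was detected by ferrous iron/xylenol orange as the 573 to 405 nm absorbance ratio. Arachidonic acid at 40 uM (final) was turned over for 30 min at room temperature by 150 nM human 12hLO, pH 7.0 Hepes buffer, after 15 min compound preincubation.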
Apoferritin bind – candidate novel general anesthetic via apoferritin binding; P02791; AID 485281; 350,000 compounds, 0.074% hits; Potency, µM (top dose mostly 77.5 µM), for the others: top-dose activity change, negative = displacement, most hits filed as inhibitors; apoferritin/1-aminoanthracene competitive binding, fluorescence; note: potency is the fitted concentration of half-maximal effect; % is set by controls: 0 for no effect and ±100 for the full control effect; nearly all actives have a fitted effect of over 20% in size
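Horse-spleen apoferritin (10 uM) was mixed with 50% saturated 1-aminoanthracene in PBS, exposed to compounds for 10 min at room temperature, and read for fluorescence (ex 380 nm, em 535 nm). Competitive displacement was fitted with a four-parameter Hill equation.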
BLM inh – blocks DNA unwinding by human BLM helicase | recombinant BLM DNA unwinding, fluorescence dequenching | AID 2528 | 350,000 compounds, 0.2% hits | P54132 | Potency, µM (titrated, usually from 56.1 µM), without a hit: top-dose activity change, negative = inhibition, hits mostly inhibitors;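 note: potency is the fitted concentration of half-maximal effect; plate controls were vehicle for no effect and no enzyme for full effect; nearly all actives have a fitted effect of over 35% in size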
Pol kappa inh – blocks human DNA polymerase kappa activity; Potency, µM (series often up to 107 µM), without a hit: at the highest dose activity, negative = inhibition, actives largely listed as inhibitors; AID 588579; purified Pol kappa, fluorescent DNA synthesis assay, 10 min; 400,000 compounds, 0.53% hits; note: potency is the fitted concentration of half-maximal effect; % is set by controls: 0 for no effect and ±100 for the full control effect
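Enzyme at 10 nM met test compounds for 15 min at room temperature. Substrate addition (50 nM final) began the reaction, which was monitored by fluorescence at 0 and 10 min.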
ERG-DNA inh – inhibitors of human ERG Ets domain-DNA interaction. AID 624246. fluorescence polarization, His-ERG Ets domain / labelled DNA. 370,000 compounds, 0.028% hits. P11308. Potency, µM (series often up to 76.9 µM), for the others: at the highest dose FP activity, negative = inhibition, hits mostly inhibitors; active = well fitted inhibition curve with a large enough effect in the polarisation, with a control signal flat; inconclusive = small, poorly fitted or top-dose-only effect, or effect the other way, or a change in a side signal; inactive = no such curve, though single readings can be large or run the other way; the % refers to the polarisation;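 note: polarization taken with two DNA probes labelled with fluorescein and Texas red; potency is the fitted concentration of half-maximal effect; % of control where 0% means no effect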
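His-tagged ERG Ets domain (1 uM in the protein solution; 300mM KCl, 50mM Tris-HCl, 1mM EDTA, 1mM DTT, pH 7.5) received compound, then a probe mix of 5 nM fluorescein-DNA and 100nM Texas-615-DNA. Fluorescence polarization was read for both dyes.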
Pol beta inh – DNA polymerase beta (human) inhibition. Potency, µM (doses to about 114 µM), without a hit: top-dose activity change, negative = inhibition, most hits filed as inhibitors. Pol beta primer extension/strand displacement, fluorescence kinetic. P06746. 340,000 compounds, 1.3% hits; note: potency is the fitted concentration of half-maximal effect; % is set by controls: 0 for no effect and ±100 for the full control effect
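Kinetic readout of DNA synthesis with strand displacement by Pol beta. Compound and 10 nM enzyme sit 15 min at room temperature; 50 nM substrate starts the reaction, read immediately and at 10 min.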
APEX1 inh – inhibitors of human APE1 endonuclease. P27695. recombinant APE1, TAMRA/BHQ-2 abasic DNA cleavage fluorescence. Potency, µM (series often up to 65.8 µM), for the others: top-dose activity change, negative = inhibition, usual class: inhibitors. 350,000 compounds, 0.35% hits;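 note: potency is the fitted concentration of half-maximal effect; plate controls were vehicle for no effect and reference inhibitor for full effect; nearly all actives have a fitted effect of over 55% in size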
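Kinetic fluorescence read (525 ex/598 em nm, three reads 60 s apart) of AP-site incision; signal = third minus first read. Enzyme 0.75 nM, dual-labelled THF duplex 50 nM, compound preincubation 15 min RT.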
TRHR agonist – TRH receptor (human) agonism; 360,000 compounds, 0.18% hits; P34981; AID 493084; TRHR cells, calcium flux fluo-8, FDSS agonist mode; activation, % at 2 µM; in the data active = activation above about 30%; note: 0% is about no effect
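Fluo-8-loaded TRHR cells; 10 s baseline, compound added, kinetic Ca2+ fluorescence read 1/s, agonist mode.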
Starred values were filed as active, the others as inactive; ? = inconclusive; / = no result given; & = joins results of further samples; [ ] = remark or other dose. Unless noted, calls come from the whole dose curve; as a rule, active = well fitted curve in the direction sought with a large enough effect; inconclusive = small, poorly fitted or top-dose-only effect, or another doubt; inactive = no such curve, though single readings can be large; an effect the other way counts as inactive or inconclusive. Some of the compounds tested; the hit share may differ from the screen's.

SMILES	POLI inh	12-LOX inh	Apoferritin bind	BLM inh	Pol kappa inh	ERG-DNA inh	Pol beta inh	APEX1 inh	TRHR agonist
CC1CCCCC12NC(=O)N(CC(=O)N1CCN(c3ncccn3)CC1)C2=O (stereo not given)	-11%	0%	/	/	-3%	8%	/	41%	0.2
COc1ccc(CC(=O)NNC(=O)COc2ccc(Br)cc2C)cc1OC	9%	-21%	-1%	4%	-18%	-7%	83%	-8%	-0.4
Cc1ccc(C2=CC(c3ccc(Cl)cc3)n3nc(-c4ccc(C)cc4)nc3N2)cc1 (stereo not given)	-3%	?	-3%	-9%	-7%	-3%	-3%	/	-2.4
O=C1/C(=C/c2cccc(F)c2)SC(=S)N1NS(=O)(=O)c1ccccc1	?	?	-7%	-2%	0%	20%	2%	-23%	-1.0
COc1cccc(Nc2sc(C(=O)c3ccc(Cl)cc3)c(N)c2C(=O)NCc2ccc(C)cc2)c1	0%	5%	-9%	-8%	-5%[60.1 µM]	-1%	-15%	/	0.3
O=C(OCC(=O)N1CCCCCC1)c1ccc(F)cc1F	49%[activator]	-23%	/	/	-1%	-1%	/	8%	0.4
Cc1nc(-c2ccccc2)sc1-c1ccc(SCC(=O)NCc2ccc(F)cc2)nn1	26%	-29%	2%	-16%	-7%	3%	8%	/	0.3
COc1ccc(Cl)cc1NC(=O)c1nc2nc(C)cc(C(F)F)n2n1	29%	13%[57.4 µM]	-2%	-2%	-5%	-2%	34%	26%	-0.1
Cc1ccc(S(=O)(=O)N2CCCC(C(=O)NCc3ccco3)C2)cc1Cl (stereo not given)	-14%	-22%	-4%	-2%	0%	1%	1%	-4%	0.1
Nc1ncc(Br)cc1S(=O)(=O)NCCC(=O)NC1CCCCC1	24%	-5%	3%	2%	11%	-7%	23%	34%	-0.7
O=C(c1cnn(-c2cccc(F)c2)c1)c1ccccc1O	6%	?	7%	-5%	-14%	1%	1%	8%	0.1
CC(CCc1ccccc1)NC(=O)c1ccco1 (stereo not given)	7%	0%	7%	1%	-1%	-14%	5%	4%	1.9
CN1C(=O)c2ccccc2C(C(=O)O)C1c1cccc([N+](=O)[O-])c1 (stereo not given)	20%	-27%	-2%	-2%	-5%	-12%	0%	?	-0.1
O=C(N/N=C/C=C/c1ccc([N+](=O)[O-])cc1)C1COc2ccccc2O1 (stereo not given)	131%[activator]	19%	-18%	2%	-12%	7%	5%	-1%	1.2
CCOC(=O)c1nn(-c2ccccc2)c(C)c1C(C)=O	?	-11%	-10%	-1%	-6%	-1%	-1%	-8%	1.4
Cc1cccc(C)c1NC(=O)Cn1nnc(C(=O)Nc2ccc(F)cc2F)c1N	-4%	-1%	-2%	-8%	-19%	-4%	3%	53%[activator]	1.4
CCN(CC(=O)NNC(=O)c1ccccc1)Cc1ccc(OC)c(F)c1	-13%	1%	/	/	14%	-14%	/	25%	/
COc1cccc(/C=N/NC(=O)CCCC(=O)NC2CCCCC2)c1	135%[activator]	-9%	6%	2%	-16%	1%	8%	1%	-0.1
O=C(NC1CCCCC1)C1CC(=O)N(c2ccccc2)C1 (stereo not given)	23%	20%	-7%	-4%	5%	9%	30%	-2%	0.3
O=C(O)/C=C/C(=O)NCCc1ccccc1	-8%	-2%	-2%	-4%	-6%	4%	11%	2%	-0.2
CC(C)CSc1nc(N)nc2c1ncn2C1OC(CO)C(O)C1O (stereo not given)	38%[activator]	-10%	/	/	0%	-18%	/	/	/
O=c1[nH]c(=S)[nH]c2scc(-c3ccc(Br)cc3)c12	?	?	/	/	-4%	1%	/	/	/
N#CC1=C(N)C(C#N)(C#N)C(c2cccnc2)C2CCCC=C12 (stereo not given)	/	/	167%[activator]	-7%	/	/	7%	1%	1.8
c1ccc(OCc2nn3c(C4CCCCC4)nnc3s2)cc1	3%	-20%	?	-2%	-15%	-3%	6%	0%	-0.4
O=C(N/N=C/c1c(F)cccc1Cl)c1cc(C2CC2)[nH]n1	-6%	6%	0%	-1%	-2%	-5%	7%	-4%	0.4
CCOC(=O)C1CCCN(C(=O)Cn2ncn3c(cc4sc(CC)cc43)c2=O)C1 (stereo not given)	2%	-7%	2%	1%	-3%	-7%	-2%	/	0.2
O=C(CCNS(=O)(=O)c1cccs1)N1CCc2ccccc2C1	8%	103%[activator]	-18%	-6%	-26%	-10%	49%	-6%	-0.4
COC(=O)N1CCC2(CCN(Cc3ccccc3OC)CC2)CC1	/	3%[57.4 µM]	/	4%	-4%[60.1 µM]	/	/	?	/
O=C(NC(Cc1ccccc1)C(=O)O)/C(=C/c1ccco1)NC(=O)c1cccc(Br)c1 (stereo not given)	?	?	-5%	5%	?	4%	?	8%	0.3
N#C/C(C(=O)NCCc1ccccc1)=C1/N=C(NC(=O)c2cccs2)c2ccccc21	-4%	1%	-21%	-18%	-15%	2%	-2%	1%	-0.4
O=C(Nc1ccc(S(=O)(=O)Nc2ncccn2)cc1)c1cccnc1	6%	-16%	7%	3%	-5%	8%	?	-2%	0.0
COc1cc(-c2cc(C(=O)O)c3c(OC)c(OC)c(OC)cc3n2)ccc1O	-2%	0%	-6%	-4%	-5%	-12%	-10%	-5%	0.6
Cc1ccc(-c2nc3ccccn3c2NCc2ccc3c(c2)OCO3)cc1	32%[activator]	0%	46%[activator]	-2%	-24%	1%	18%	11%	-0.2
COC(=O)c1cccc(C23CC4(C2)[C@H](CN(Cc2ccc(C(F)(F)F)cc2)[C@@H]4c2ccccc2)C3c2ccc(Cl)nc2)c1 (stereo not given in full)	15%	-22%	2%&2%	-4%&-8%	-17%	3%	20%	-12%&2%	0.5
Cn1cnnc1SCCn1c(N2CCCCC2)nc2c1c(=O)[nH]c(=O)n2C	-1%	1%	-3%	-1%	-1%	-4%	-3%	5%	0.2
O=C1OC[C@@H]2CCCN2C(=O)[C@@H](CC(=O)N(CCO)Cc2ccccc2)C/C=C\C[C@@H]1Cc1ccc(F)cc1	25%	19%	/	/	7%	3%	/	48%	/
COC(=O)CN1C(=O)CSc2ccc(S(=O)(=O)Nc3cc(C)ccc3C)cc21	26%	8%&-12%	2%	-1%	3%	-1%	18%	/	-0.6
CCOC(=O)N1CCN(C(=O)c2ccc(-n3c(=S)[nH]c4ccccc4c3=O)cc2)CC1	18%	20%	-10%	-11%	-1%	-9%	3%	-4%	-0.2
Cc1nn(Cc2ccccc2)c2c1C(c1ccccc1)C(C#N)=C(N)O2 (stereo not given)	6%	-8%	-3%	2%	-2%	-4%	-10%	0%	0.0
O=[N+]([O-])c1nn(-c2ccc(Cl)cc2)n(O)c1=NCc1ccccc1Cl	7%	25%	-16%	-1%	2%	21%	9%	13%	-5.9
CC1(C)C2CCC1(C)C(SC(=N)N)C2 (stereo not given)	17%	-2%	/	/	-2%	-4%	/	/	/
CCC(C)C(NS(=O)(=O)c1ccc(C)cc1)C(=O)N1CCOCCOCCOCC1 (stereo not given)	-8%	-12%	1%	-1%	-4%	-5%	2%	0%	0.1

6 records picked at random from those above, as already listed:
SMILES	POLI inh	12-LOX inh	Apoferritin bind	BLM inh	Pol kappa inh	ERG-DNA inh	Pol beta inh	APEX1 inh	TRHR agonist
O=[N+]([O-])c1nn(-c2ccc(Cl)cc2)n(O)c1=NCc1ccccc1Cl	7%	25%	-16%	-1%	2%	21%	9%	13%	-5.9
Cc1nn(Cc2ccccc2)c2c1C(c1ccccc1)C(C#N)=C(N)O2 (stereo not given)	6%	-8%	-3%	2%	-2%	-4%	-10%	0%	0.0
COC(=O)CN1C(=O)CSc2ccc(S(=O)(=O)Nc3cc(C)ccc3C)cc21	26%	8%&-12%	2%	-1%	3%	-1%	18%	/	-0.6
CC1(C)C2CCC1(C)C(SC(=N)N)C2 (stereo not given)	17%	-2%	/	/	-2%	-4%	/	/	/
CCOC(=O)N1CCN(C(=O)c2ccc(-n3c(=S)[nH]c4ccccc4c3=O)cc2)CC1	18%	20%	-10%	-11%	-1%	-9%	3%	-4%	-0.2
CCC(C)C(NS(=O)(=O)c1ccc(C)cc1)C(=O)N1CCOCCOCCOCC1 (stereo not given)	-8%	-12%	1%	-1%	-4%	-5%	2%	0%	0.1
